Screening results deposited in PubChem BioAssay by Broad Institute.
FN deposit inh = fibronectin deposition inhibition; AH1F fibroblasts, Alexa488-fibronectin deposition fluorescence, overnight; inhibition, % at 12.6 µM; 0.086% of 350,000 active;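 active = mean inhibition across replicates of 30% or more, regardless of how many single replicates reach that level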;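 note: positive control wells lacked labelled fibronectin entirely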
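Assay system: AH1F fibroblasts assembling fluorescent fibronectin matrix; Amount: 10000 AH1F cells per well; Buffer or medium: DMEM, 2% serum; Probe or stimulus: Alexa488-fibronectin, 24 nM final in well; Doses: single compound dose, delivered by pin transfer; Incubation: 1 h adhesion, overnight exposure; Measured by: fluorescence 485/525 nm; Read-out: fibronectin deposition inhibition.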
PGC1a acetyl inh = PGC1a acetylation modulation, inhibitor mode. U2OS PGC1a acetylation, AlphaScreen anti-acetyl-lysine; with virally co-expressed GCN5 acetyltransferase. inhibition, % at 15.6 µM. 0.17% of 350,000 active. AID 651687;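 active = every replicate shows inhibition of at least 40%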;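 note: 0% = neutral control wells and 100% = positive control wells; some results beyond the cut were filed as inactive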
LGR2 antag = Drosophila LGR2 receptor signaling inhibition | HEK293 LGR2, CRE-luciferase, bursicon-stimulated, 4 h | inhibition, % at 9.99 µM | 0.35% of 380,000 active | AID 720647;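 active = drop in luminescence signal, shown as inhibition above about 50% in the replicate tests, limit read from the data, passing the limit was not always enough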;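 note: agonist challenge used bursicon conditioned medium at about half maximal strength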
S100A4 MyoIIA = blocks human S100A4 binding to myosin IIA peptide. 0.14% of 360,000 active. inhibition, % at 10.7 µM. S100A4/TAMRA-MyoIIA peptide fluorescence polarization. P26447;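 active = mean inhibition of at least 70% across replicates, with every replicate also reaching that level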
Target sequence (P26447 whole entry, looked up): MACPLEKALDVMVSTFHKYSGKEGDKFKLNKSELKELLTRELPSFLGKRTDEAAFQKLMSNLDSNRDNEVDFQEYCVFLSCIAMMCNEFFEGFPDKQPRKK
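Test system – S100A4 monomer (human) · Compound – single-point compound testing · Schedule – 5 min incubation before reading · Probe or stimulus – TAMRA-labelled myosin IIA heavy-chain peptide probe, 5 nM · Benchmarks – neutral control DMSO, positive control TFP · Medium – Calcium-containing HEPES buffer, pH 7.2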
PAX8 inh HTS = lowers PAX8-driven luciferase in RMG-I cells; 1.2% of 360,000 active; AID 652154; RMG-I TPO-luciferase reporter, SteadyGlo, 24 h; inhibition, % at 12.6 µM;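 active = mean replicate inhibition at least 60% with every replicate also reaching 60%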;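 note: luciferase light reporting Pax8 driven TPO promoter activity; plate controls were median of neutral control wells for no effect and mitoxantrone controls for full effect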
EWS-Fli block = blocks EWS/Fli oncoprotein-driven transcription. 0.67% of 350,000 active. inhibition, % at 12.6 µM. AID 651661. A673 NR0B1-luciferase reporter, viability-normalised;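 active = mean inhibition of at least 50% after viability correction, with every replicate also passing that limit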;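 note: firefly luciferase signal divided by Alamar Blue viability fluorescence both relative to DMSO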
ERAP1 HTS inh = inhibitors of human ERAP1 aminopeptidase; inhibition, % at 10.7 µM; 0.15% of 340,000 active; recombinant ERAP1, Leu-AMC fluorescence, 60 min;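 active = mean replicate inhibition of at least 30%, or all replicates individually reaching that 30% level; inactive = mean below 30% and not every replicate reaching it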;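 note: 0% = neutral control wells and 100% = L-leucinethiol positive control wells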
Target sequence (Q9NZ08 whole entry, looked up): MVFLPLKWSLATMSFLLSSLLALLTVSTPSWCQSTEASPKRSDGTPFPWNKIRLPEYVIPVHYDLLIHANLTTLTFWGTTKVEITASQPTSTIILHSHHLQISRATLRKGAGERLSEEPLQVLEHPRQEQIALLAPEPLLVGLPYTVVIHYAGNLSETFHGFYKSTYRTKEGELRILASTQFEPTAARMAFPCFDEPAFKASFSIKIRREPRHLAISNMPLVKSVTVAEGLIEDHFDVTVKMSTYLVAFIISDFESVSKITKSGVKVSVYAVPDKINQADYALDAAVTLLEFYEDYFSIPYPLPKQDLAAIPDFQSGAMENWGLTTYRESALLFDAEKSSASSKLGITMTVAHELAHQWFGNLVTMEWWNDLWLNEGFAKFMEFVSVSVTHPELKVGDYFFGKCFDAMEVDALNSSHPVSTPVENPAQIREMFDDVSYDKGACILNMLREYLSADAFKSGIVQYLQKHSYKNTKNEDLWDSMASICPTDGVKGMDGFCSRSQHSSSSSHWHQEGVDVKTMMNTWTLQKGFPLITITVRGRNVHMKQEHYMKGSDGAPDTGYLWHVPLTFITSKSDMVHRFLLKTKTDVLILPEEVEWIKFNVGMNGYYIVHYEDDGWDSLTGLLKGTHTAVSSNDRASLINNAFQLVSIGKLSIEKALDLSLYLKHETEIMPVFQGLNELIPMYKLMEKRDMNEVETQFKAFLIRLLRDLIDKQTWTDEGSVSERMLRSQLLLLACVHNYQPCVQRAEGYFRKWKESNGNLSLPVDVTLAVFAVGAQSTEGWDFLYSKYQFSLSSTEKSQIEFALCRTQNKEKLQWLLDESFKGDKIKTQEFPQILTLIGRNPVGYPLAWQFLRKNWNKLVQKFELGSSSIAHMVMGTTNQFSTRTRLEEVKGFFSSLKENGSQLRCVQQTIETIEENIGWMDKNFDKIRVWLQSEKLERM
PglD inh = PglD (C. jejuni) enzyme inhibition; purified PglD enzyme, DTNB colorimetric CoA detection; inhibition, % at 12.5 µM; 0.098% of 360,000 active; AID 602405; in the data active = inhibition above about 16%, passing the limit was not always enough; note: strong numbers were not always called active
Active calls of the source: *.

The first four compounds as a preview:
For CCSc1nnc(NC(=O)[C@@H](NC(=O)c2ccc(C(C)(C)C)cc2)C(C)C)s1 the results were FN deposit inh 8, LGR2 antag -8, S100A4 MyoIIA -2, PAX8 inh HTS -14, EWS-Fli block 4, ERAP1 HTS inh 8 and PglD inh -2.
c1cncc(CN=C2Nc3ccccc3CS2)c1 was read as FN deposit inh 6, PGC1a acetyl inh -4, LGR2 antag -19, S100A4 MyoIIA -4, PAX8 inh HTS -32, EWS-Fli block -4 and ERAP1 HTS inh -10.
For Cc1ccc2ccc(C)[n+](CCCS(=O)(=O)[O-])c2c1 the results were FN deposit inh 4, PGC1a acetyl inh -7, LGR2 antag 28, S100A4 MyoIIA 0, PAX8 inh HTS -5, EWS-Fli block 7 and ERAP1 HTS inh 30.
Screening O=C(NCc1ccncc1)C1CCN(S(=O)(=O)c2ccc(Cl)c(C(F)(F)F)c2)CC1 returned FN deposit inh -5, LGR2 antag 25, S100A4 MyoIIA -2, PAX8 inh HTS -12, EWS-Fli block 5, ERAP1 HTS inh 2 and PglD inh -3.

This part in full, previewed entries included:
For CCSc1nnc(NC(=O)[C@@H](NC(=O)c2ccc(C(C)(C)C)cc2)C(C)C)s1 the results were FN deposit inh 8, LGR2 antag -8, S100A4 MyoIIA -2, PAX8 inh HTS -14, EWS-Fli block 4, ERAP1 HTS inh 8 and PglD inh -2.
c1cncc(CN=C2Nc3ccccc3CS2)c1 was read as FN deposit inh 6, PGC1a acetyl inh -4, LGR2 antag -19, S100A4 MyoIIA -4, PAX8 inh HTS -32, EWS-Fli block -4 and ERAP1 HTS inh -10.
For Cc1ccc2ccc(C)[n+](CCCS(=O)(=O)[O-])c2c1 the results were FN deposit inh 4, PGC1a acetyl inh -7, LGR2 antag 28, S100A4 MyoIIA 0, PAX8 inh HTS -5, EWS-Fli block 7 and ERAP1 HTS inh 30.
Screening O=C(NCc1ccncc1)C1CCN(S(=O)(=O)c2ccc(Cl)c(C(F)(F)F)c2)CC1 returned FN deposit inh -5, LGR2 antag 25, S100A4 MyoIIA -2, PAX8 inh HTS -12, EWS-Fli block 5, ERAP1 HTS inh 2 and PglD inh -3.
For COC(=O)c1ccc(NS(=O)(=O)c2ccc(-c3cc(C)no3)s2)cc1 the results were FN deposit inh -8, PGC1a acetyl inh 4, LGR2 antag 9, S100A4 MyoIIA -1, PAX8 inh HTS 5 and ERAP1 HTS inh 4.
For O=C(COC(=O)c1ccc([N+](=O)[O-])cc1Cl)Nc1cccnc1Cl the results were FN deposit inh 7, LGR2 antag 5, S100A4 MyoIIA 3, PAX8 inh HTS -12, EWS-Fli block -8, ERAP1 HTS inh 4 and PglD inh -2.
For N#CCC(=O)NNc1c([N+](=O)[O-])cc(C(F)(F)F)cc1[N+](=O)[O-] the results were FN deposit inh 6, PGC1a acetyl inh 4, LGR2 antag 19, S100A4 MyoIIA 1, PAX8 inh HTS 4, EWS-Fli block 12, ERAP1 HTS inh 0 and PglD inh 2.
`C[C@@H]1CN([C@H](C)CO)C(=O)c2cc(NC(=O)Cn3cnnn3)ccc2O[C@@H]1CN(C)Cc1ccccc1` gave LGR2 antag 8, S100A4 MyoIIA -7, PAX8 inh HTS -1, EWS-Fli block 0, ERAP1 HTS inh -1 and PglD inh -2.
C[C@H]1CCC(=O)N([C@H](COc2ccccc2)Cc2ccccc2)CC1 was read as FN deposit inh 0, PGC1a acetyl inh -12, LGR2 antag 4, S100A4 MyoIIA 1, PAX8 inh HTS 2, EWS-Fli block 12, ERAP1 HTS inh 1 and PglD inh 4.
`C[C@H](CO)N1C[C@H](C)[C@H](CN(C)S(=O)(=O)c2ccc(F)cc2)Oc2ccc(NC(=O)CCCCCC(=O)Nc3ccccc3N)cc2C1=O` gave FN deposit inh -10, PGC1a acetyl inh -19, LGR2 antag -13, S100A4 MyoIIA 20, PAX8 inh HTS -8, EWS-Fli block -10 and ERAP1 HTS inh 2.
`O=C(CN1C2CCCC1CC(NC(=O)c1ccco1)C2)Nc1ccccc1C(F)(F)F` (stereo unspecified) gave FN deposit inh -9, PGC1a acetyl inh -11, PAX8 inh HTS 22 and PglD inh -7.
Screening O=C(NC(=S)Nc1ccccc1Cl)c1ccco1 returned FN deposit inh 2, PGC1a acetyl inh -3, LGR2 antag -27, S100A4 MyoIIA 1, PAX8 inh HTS -140, EWS-Fli block -70, ERAP1 HTS inh 1 and PglD inh 1.
For CCOc1nc(N2CCOCC2)nc(N2CCOCC2)n1 the results were FN deposit inh 1, S100A4 MyoIIA -47, PAX8 inh HTS 4, EWS-Fli block 11, ERAP1 HTS inh -2 and PglD inh 0.
`COc1ccc(C(=O)NC(=S)Nc2ccc(CN3CCOCC3)cc2)cc1` gave FN deposit inh -10, PGC1a acetyl inh 2, LGR2 antag 6, S100A4 MyoIIA 2, PAX8 inh HTS 2, EWS-Fli block 18, ERAP1 HTS inh -1 and PglD inh 5.
For C[C@H](CO)N1C[C@H](C)[C@H](CN(C)S(=O)(=O)c2ccc(F)cc2)OCCCC[C@H](C)Oc2ccc(NS(C)(=O)=O)cc2C1=O the results were PGC1a acetyl inh 4, LGR2 antag -9, S100A4 MyoIIA -24, PAX8 inh HTS -12, EWS-Fli block -2, ERAP1 HTS inh -1 and PglD inh 1.
For COc1ccc(C(C)NC(=O)C23CC4CC(CC(C4)C2)C3)cc1OC (stereo unspecified) the results were FN deposit inh 4, LGR2 antag -3, S100A4 MyoIIA 10, PAX8 inh HTS 2, EWS-Fli block 1 and PglD inh -2.
Screening CCCC(=O)NNC(=O)Nc1ccccc1 returned PGC1a acetyl inh 4, LGR2 antag -1, S100A4 MyoIIA 3, EWS-Fli block 9, ERAP1 HTS inh -5 and PglD inh -1.
For Cc1cc(F)ccc1NCc1cc2c(cc1[N+](=O)[O-])OCO2 the results were FN deposit inh 4, PGC1a acetyl inh 5, PAX8 inh HTS 11 and PglD inh 3.
`CC1CCCCC1NC(=O)CSc1nncn1N` (stereo unspecified) gave FN deposit inh 4, PGC1a acetyl inh -1, LGR2 antag 0, S100A4 MyoIIA -2, PAX8 inh HTS 5, EWS-Fli block 1 and ERAP1 HTS inh -1.
`CCOC(=O)c1sc(=S)n(-c2ccccc2)c1C` gave FN deposit inh 1, PGC1a acetyl inh -1, LGR2 antag -10, S100A4 MyoIIA -8, PAX8 inh HTS 11, EWS-Fli block 5, ERAP1 HTS inh -3 and PglD inh 2.
C[C@H](CO)N1C[C@H](C)[C@H](CN(C)Cc2cccnc2)Oc2ncc(C#CC3(O)CCCC3)cc2C1=O was read as FN deposit inh -5, PGC1a acetyl inh -12, LGR2 antag 2, S100A4 MyoIIA 1, EWS-Fli block 9, ERAP1 HTS inh -1 and PglD inh -10.
O=C(CSc1nnnn1-c1cccc2ccccc12)Nc1ccc(C(=O)O)cc1 was read as FN deposit inh 3, PGC1a acetyl inh 7, LGR2 antag 9, S100A4 MyoIIA -1, PAX8 inh HTS -14, EWS-Fli block 5, ERAP1 HTS inh 2 and PglD inh -2.
`N#C[C@H]1N[C@H](CO)[C@H]1c1ccc(C#Cc2ccc(F)cc2)cc1` gave FN deposit inh 6, PGC1a acetyl inh -17, LGR2 antag -43, S100A4 MyoIIA 11, PAX8 inh HTS -27, EWS-Fli block 53*, ERAP1 HTS inh -2 and PglD inh 0.
COc1ccc2c3c([nH]c2c1)[C@@H](CO)N(Cc1nccs1)CC31CCN(C(=O)C2CCCCC2)CC1 was read as FN deposit inh -30, PGC1a acetyl inh 17, LGR2 antag -9, S100A4 MyoIIA -2, PAX8 inh HTS 14, EWS-Fli block 8 and ERAP1 HTS inh -5.
Screening CC1(C(=O)NCc2ccccc2Br)CCN1Cc1csc2ccccc12 (stereo unspecified) returned FN deposit inh -4, PGC1a acetyl inh -8, LGR2 antag 2, S100A4 MyoIIA -4, PAX8 inh HTS 8, EWS-Fli block 7, ERAP1 HTS inh -3 and PglD inh 2.
`CNCc1c(OCc2ccc(F)cc2)ccc2ccccc12` gave FN deposit inh 9, PGC1a acetyl inh -6, LGR2 antag 32, S100A4 MyoIIA 10, PAX8 inh HTS 11, EWS-Fli block -5, ERAP1 HTS inh -2 and PglD inh -2.
For C[C@H](CO)N1C[C@H](C)[C@H](CN(C)S(=O)(=O)c2ccccc2)Oc2c(NS(=O)(=O)c3ccc(F)cc3)cccc2C1=O the results were PGC1a acetyl inh -1, LGR2 antag -5, S100A4 MyoIIA 0, PAX8 inh HTS 10, EWS-Fli block -4, ERAP1 HTS inh -3 and PglD inh -1.
COCCOC(=O)N1C(=O)[C@@]2(c3cc(C#CCNC(N)=O)ccc31)[C@H](C(N)=O)[C@H]1C(=O)O[C@H](c3ccccc3)[C@H](c3ccccc3)N1[C@@H]2c1ccccc1OCCO was read as PGC1a acetyl inh 5, S100A4 MyoIIA 3, PAX8 inh HTS -2, EWS-Fli block -7, ERAP1 HTS inh 2 and PglD inh -3.
`c1ccc2c(c1)ccc1ncccc12` gave FN deposit inh -4, PGC1a acetyl inh 20, LGR2 antag -21, S100A4 MyoIIA -1, PAX8 inh HTS -27, EWS-Fli block 3, ERAP1 HTS inh 1 and PglD inh 5.
COc1c(C)cc(C(=O)C2CCCN(C(=O)c3cc(C)nc(C)n3)C2)cc1C (stereo unspecified) was read as FN deposit inh -3, PGC1a acetyl inh 3, LGR2 antag -26, S100A4 MyoIIA -1, PAX8 inh HTS 17, EWS-Fli block 5 and ERAP1 HTS inh -5.
CC(=O)c1cccc(NC(=O)C2(C)Cc3c(-c4cccc(C(F)(F)F)c4)ccnc3O2)c1 (stereo unspecified) was read as FN deposit inh 2, PGC1a acetyl inh 3, LGR2 antag 0, S100A4 MyoIIA -2, PAX8 inh HTS 3, EWS-Fli block -5, ERAP1 HTS inh 0 and PglD inh -1.
`CCOc1ccc(NC(=S)NC(=O)c2c(Cl)c(C)nn2C)c([N+](=O)[O-])c1` gave FN deposit inh -14, PGC1a acetyl inh 3, LGR2 antag 1, S100A4 MyoIIA 1, PAX8 inh HTS 42, EWS-Fli block 9, ERAP1 HTS inh -2 and PglD inh -16.
Screening Cc1ccc(NC(=S)N2CCCN(Cc3ccc(F)cc3)C2)c(C)c1 returned FN deposit inh -7, PGC1a acetyl inh -9, LGR2 antag 0, S100A4 MyoIIA 5, PAX8 inh HTS 9, EWS-Fli block -4 and PglD inh -3.
Screening Cc1noc(C)c1NC(=O)Nc1cccc2c1O[C@H](CN(C)C)[C@@H](C)CN([C@H](C)CO)C2=O returned PGC1a acetyl inh -5, LGR2 antag 0, S100A4 MyoIIA -10, PAX8 inh HTS 8, EWS-Fli block -5, ERAP1 HTS inh 2 and PglD inh -7.
For C[C@H](CO)N1C[C@H](C)[C@@H](CN(C)C(=O)CCCN(C)C)OCCCC[C@H](C)Oc2ccc(NC(=O)c3ccccc3)cc2C1=O the results were PGC1a acetyl inh -6, LGR2 antag 1, S100A4 MyoIIA -5, PAX8 inh HTS -14, EWS-Fli block 0, ERAP1 HTS inh 1 and PglD inh -1.
For O=C(OCc1ccc(Br)cc1)c1cccc(S(=O)(=O)N2CCCC2)c1 the results were FN deposit inh -10, LGR2 antag -15, S100A4 MyoIIA -6, PAX8 inh HTS -14, EWS-Fli block -4 and ERAP1 HTS inh 2.
`CCN(CC(=O)Nc1ccc(OC)cc1)CC(=O)Nc1sc2c(c1C(=O)OC)CCCC2` gave FN deposit inh 2, PGC1a acetyl inh 9, LGR2 antag 4, S100A4 MyoIIA -10, PAX8 inh HTS 18, EWS-Fli block 14, ERAP1 HTS inh -4 and PglD inh 3.
